CDK5 inh – CDK5/p35 (human) kinase inhibition; inhibition, % at 10 µM; AID 488839; Q00535+Q15078; actives 0.01% (n = 330,000); Recombinant CDK5/p35, ADP-Glo luminescence, 60 min;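 active = highest replicate inhibition of at least 50% and at least 75% of replicates reaching 50%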;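 note: plate controls were DMSO neutral control for no effect and GW8510 at 10 µM for full effect; many of its hits are not listed in these tables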
Ecoli viability – reduces bacterial viability in AddAB counter-screen | E. coli V3065 growth, OD600 absorbance, 18 h | inhibition, % at 11.9 µM | actives 0.27% (n = 330,000);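 active = inhibition above the campaign's mean inhibition across all tested compounds plus 3 SD, cut at about 9.9% in these data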;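 note: uninfected addAB+ strain grown without phage in ampicillin broth; 0% = DMSO wells and 100% = ciprofloxacin 0.95 µg/ml wells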
Tat export inh – inhibitors of E. coli Tat protein transport | E. coli MC4100 TorA-mCherry Tat export, fluorescence | inhibition, % at 10 µM | actives 0.036% (n = 340,000) | AID 488895;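 active = mean replicate inhibition at least 50% and at least half of replicates individually reaching 50%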;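 note: exported cargo escapes ClpAP degradation while cytoplasmic cargo is degraded and loses fluorescence; 0% = median of neutral control wells and 100% = median of NaSCN control wells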
phage Ecoli inh – E. coli growth loss with phage present; actives 0.26% (n = 360,000); growth absorbance; inhibition, % at 11.9 µM; in the data active = inhibition above about 11%
HTR5A inv ag – HTR5A inverse agonism, opioid heterodimer counter-screen; P47898; HTR5A cell line, luminescence; inhibition, % at 9.3 µM; actives 0.083% (n = 340,000); in the data active = inhibition mostly above about 23%, no sharp cut-off; inactive = mostly below about 18%;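 note: 0% = cells with DMSO and 100% = no-cell wells with DMSO; some compounds called inactive have numbers as strong as hits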
Target sequence (P47898 whole entry, looked up): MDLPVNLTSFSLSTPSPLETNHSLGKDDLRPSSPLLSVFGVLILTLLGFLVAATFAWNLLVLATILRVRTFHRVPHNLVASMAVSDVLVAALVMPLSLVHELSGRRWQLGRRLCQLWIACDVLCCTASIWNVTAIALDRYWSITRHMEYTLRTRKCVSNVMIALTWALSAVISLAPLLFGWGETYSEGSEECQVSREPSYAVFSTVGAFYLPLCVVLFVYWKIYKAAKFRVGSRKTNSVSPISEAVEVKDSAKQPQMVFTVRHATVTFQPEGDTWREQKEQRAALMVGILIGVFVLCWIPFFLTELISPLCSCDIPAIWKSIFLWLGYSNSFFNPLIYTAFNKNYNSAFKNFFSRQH
PKA-R1A act – activators of PKA-R1A complex | P00514+P68181 | PKA-R1A dissociation, Cy5-IP20 fluorescence polarization; scaled: DMSO 0%, 113 µM cGMP 100% | activation, % at 11.4 µM | actives 0.083% (n = 340,000);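 active = percent activation above the mean of all tested compounds plus 3 SD, cut at about 19% in these data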;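 note: higher means more PKAc released from R1A so a rise in polarization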
HTR5A ag ctr – HTR5A agonism, opioid heterodimer counter-screen. P47898. HTR5A agonist assay, luminescence, cell-based. activation, % at 9.3 µM. actives 0.61% (n = 340,000); in the data active = activation mostly above about 9.5%, no sharp cut-off; inactive = mostly below about 7.6%;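 note: 0% = cells with vehicle only and 100% = reference agonist; strong numbers were not always called active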
PKA-R2B act – PKA-R2B complex activation; PKA-R2B holoenzyme dissociation, Cy5-IP20 fluorescence polarization; R2B truncated from residue 108, S112A mutant; 0% DMSO only, 100% 113 µM cGMP; activation, % at 11.4 µM; actives 0.079% (n = 340,000); AID 504700;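 active = activation above a cutoff set at the mean over all compounds plus 3 SD, cut at about 18% in these data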;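 note: higher means more holoenzyme dissociation and a rise in polarization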
SUMO Mot1 rescue – SUMOylation pathway inhibition by Mot1-301 growth rescue; S. cerevisiae Mot1-301 growth rescue, ATP luminescence, 38.5C; percent above DMSO median, 100 means doubled; growth rescue, % at 18.8 µM; actives 1% (n = 320,000); AID 2716;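 active = every valid replicate shows activation above 250% relative to neutral control wells; inactive = the rest, any valid replicate at or below 250%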;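 note: OY570 slx delta 5 strain wells were the positive control but not used for scaling; some compounds called inactive have numbers as strong as hits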
DAGLB inhibitor – blocks human DAGLB lipase activity; actives 0.059% (n = 340,000); HEK293T DAGLB membrane lysate, EnzChek fluorogenic substrate; Q8NCG7; inhibition, % at 5.17 µM; in the data active = inhibition above about 34%;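 note: 0% = enzyme with vehicle and 100% = wells lacking enzyme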
Target sequence (Q8NCG7 whole entry, looked up): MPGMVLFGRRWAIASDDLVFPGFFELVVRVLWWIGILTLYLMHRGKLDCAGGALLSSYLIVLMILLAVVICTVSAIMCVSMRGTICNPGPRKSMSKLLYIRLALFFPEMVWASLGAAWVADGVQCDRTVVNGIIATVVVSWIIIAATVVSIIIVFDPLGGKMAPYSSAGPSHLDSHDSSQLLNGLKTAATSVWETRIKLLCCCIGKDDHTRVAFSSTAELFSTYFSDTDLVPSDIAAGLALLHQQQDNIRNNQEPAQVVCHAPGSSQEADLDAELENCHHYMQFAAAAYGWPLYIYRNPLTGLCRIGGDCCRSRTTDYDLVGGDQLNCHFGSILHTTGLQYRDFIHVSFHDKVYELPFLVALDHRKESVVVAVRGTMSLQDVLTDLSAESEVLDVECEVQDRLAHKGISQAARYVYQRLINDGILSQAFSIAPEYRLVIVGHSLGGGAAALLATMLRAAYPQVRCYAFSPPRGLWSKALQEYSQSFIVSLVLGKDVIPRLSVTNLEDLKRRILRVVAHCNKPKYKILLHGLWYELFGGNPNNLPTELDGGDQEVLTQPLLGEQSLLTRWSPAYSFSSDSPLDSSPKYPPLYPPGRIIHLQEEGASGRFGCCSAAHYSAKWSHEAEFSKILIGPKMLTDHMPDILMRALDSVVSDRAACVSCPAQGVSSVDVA
AddAB inh – less growth of phage-infected E. coli with AddAB; E. coli expressing H. pylori AddAB, absorbance growth; inhibition, % at 11.9 µM; actives 0.29% (n = 330,000); in the data active = inhibition above about 12%;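 note: 0% = vehicle wells of infected cells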
Starred values were filed as active, the others as inactive; . = no result given.

nr	structure	CDK5 inh	Ecoli viability	Tat export inh	phage Ecoli inh	HTR5A inv ag	PKA-R1A act	HTR5A ag ctr	PKA-R2B act	SUMO Mot1 rescue	DAGLB inhibitor	AddAB inh
1	Cc1ccc2nc(N3CCOCC3)c3nncn3c2c1	-3.2	-1.7	7	2.4	3	2	-1	-1	-3	-1	-1.9
2	CC(C)OCCCNC(=O)C1CCC(=O)N1C1CCCC1 (stereo not drawn)	0.6	2.2	-7	3.6	2	-9	-2	7	357	0	1.1
3	Cc1ccc(CNS(=O)(=O)c2ccc3c(c2)N(C)CCO3)cc1	0.1	-2.2	-6	1.7	-7	5	0	4	49	-6	2.0
4	COc1cc(/C=C/C(=O)O)cc(S(=O)(=O)Nc2ccccc2C(=O)NCc2ccco2)c1OC	-1.8	0.4	-9	3.6	10	15	-3	-2	-2	-1	-2.5
5	CCOC(=O)c1c(-c2cccs2)csc1NC(C)=O	-1.7	-1.4	0	2.4	-16	-11	7	-13	-12	-9	2.2
6	O=C(COC(=O)/C=C/c1ccc(Cl)cc1)NC1CC1	-0.8	1.1	-1	1.6	4	2	3	-7	207	2	0.5
7	CCN1C(=S)SC(=O)C1=C1C=C(C)N(CCO)C(C)=C1	2.6	0.7	-6	0.5	6	-2	-3	6	7	5	2.2
8	O=[N+]([O-])c1ccc(CS(=O)c2ccccc2)cc1 (stereo not drawn)	-0.6	.	3	0.2	4	9	-1	1	.	0	.
9	CCC(=O)Nc1c2c(nn1-c1ccccc1C)CSC2	-0.1	1.4	-6	-0.3	-22	9	0	-5	-9	-1	-0.4
10	O=C(O)CCN1C(=O)/C(=C/c2cn(-c3ccccc3)nc2-c2cccs2)SC1=S	-0.3	.	6	3.4	-2	-1	1	-4	.	13	.
11	O=c1c(CN2CCN(c3ccccn3)CC2)coc2ccccc12	0.4	1.4	-3	3.8	3	3	-1	4	-4	-2	1.4
12	COc1ccc(NC(=O)c2sc3nc(N4CCCC4)c4c(c3c2N)CC(C)(C)OC4)c(OC)c1	.	-0.7	-8	3.2	-13	-3	3	-16	-11	5	0.3
13	COc1ccc(C(=O)Nc2nnc(C)s2)cc1S(=O)(=O)N1CCOCC1	-4.3	1.1	0	-2.0	-3	-11	3	-8	-3	1	0.8
14	O=C(N1CCOCC1)N1CCC(n2nnc3ccccc32)CC1	0.9	2.4	-2	2.8	-5	0	-2	-1	21	2	-1.1
15	CCOC(=O)C1=C(C)NC(=S)NC1c1ccc(-c2cccc(Cl)c2C)o1 (stereo not drawn)	1.1	1.2	-9	2.5	-16	5	6	-9	-12	-6	0.6

Gathered by group: the compounds so far with a furan ring, fused or not
nr	structure	CDK5 inh	Ecoli viability	Tat export inh	phage Ecoli inh	HTR5A inv ag	PKA-R1A act	HTR5A ag ctr	PKA-R2B act	SUMO Mot1 rescue	DAGLB inhibitor	AddAB inh
4	COc1cc(/C=C/C(=O)O)cc(S(=O)(=O)Nc2ccccc2C(=O)NCc2ccco2)c1OC	-1.8	0.4	-9	3.6	10	15	-3	-2	-2	-1	-2.5
15	CCOC(=O)C1=C(C)NC(=S)NC1c1ccc(-c2cccc(Cl)c2C)o1 (stereo not drawn)	1.1	1.2	-9	2.5	-16	5	6	-9	-12	-6	0.6

New compounds follow.
nr	structure	CDK5 inh	Ecoli viability	Tat export inh	phage Ecoli inh	HTR5A inv ag	PKA-R1A act	HTR5A ag ctr	PKA-R2B act	SUMO Mot1 rescue	DAGLB inhibitor	AddAB inh
16	Cc1ccc(-c2nc3ccccc3s2)cc1NC(=S)NC(=O)/C=C/c1ccco1	-1.1	-2.3	4	1.2	-8	-9	3	-10	9	1	1.8
17	Nc1nc(SCc2ccccc2)c2ncn(Cc3ccccc3)c2n1	-0.9	.	5	3.4	-9	1	2	8	.	1	.
18	CCCN(CCC)C(=O)C1CCC(CNS(=O)(=O)c2cccc3nsnc23)CC1 (stereo not drawn)	-2.0	-2.4	-2	1.9	15	-3	0	-2	.	1	2.9
19	Cc1nn(CC(=O)NC(C)c2ccccc2)c(=O)c2ccccc12 (stereo not drawn)	1.6	0.2	-2	2.8	1	9	8	-13	-9	1	5.9
20	CCN1C(=O)C(NC(C)=O)c2cc(Br)ccc21 (stereo not drawn)	0.3	-2.3	2	1.4	0	-8	1	3	-1	2	4.0
21	O=C(COc1cccc(OC(F)F)c1)Nc1ccc(SC(F)F)cc1	0.5	3.0	-4	3.0	-25	-15	9	-6	-8	-12	1.9
22	Cc1ccc(NC(=O)c2ccc3c(c2)[nH]c(=O)n3C(C)C)cc1	-0.4	2.2	2	3.7	-17	-7	7	-1	1	0	3.1
23	O=C(Cc1cccs1)Nc1ccc(F)cc1F	1.0	-2.2	-4	1.6	16	-16	-4	-2	-5	-1	-1.6
24	Cc1cc(C(=O)COC(=O)c2cccc(O)c2)c(C)n1C1CC1	0.0	-0.9	11	2.0	-11	-6	3	-11	20	-2	2.0
25	CC(C)(C)n1nc2c(c1NC(=O)COc1ccc3ccccc3c1)CS(=O)(=O)C2	-2.0	2.2	-7	-0.6	-18	-1	1	1	-3	1	2.5
26	CCOC(=O)C1CCCN(c2c(NCC3CCCN3CC)c(=O)c2=O)C1 (stereo not drawn)	-0.2	-0.9	-1	1.3	-39	-1	15	-18	-4	-4	2.0
27	CCCn1nnc(NC(=O)/C=C/c2cc(Br)ccc2OC)n1	0.4	-2.0	-10	4.6	3	-3	-1	-2	-8	1	-2.3
28	CCN1CCN(S(=O)(=O)c2cccc([N+](=O)[O-])c2)CC1	0.9	-0.8	-3	-1.0	0	-7	0	-7	4	-2	2.3
29	COc1ccc(CC(=O)Nc2nnc(C(C)(C)C)s2)cc1OC	1.8	0.3	8	1.4	-2	-4	4	8	-3	-2	2.8
30	CC(C)(C)c1cc(/C=N/NC(=O)Cc2nc3ccccc3[nH]2)cc(C(C)(C)C)c1O	2.7	0.8	4	0.9	-4	-1	0	-3	.	1	-0.3
31	Cc1cc(N2CCN(C)CC2)nc2ccc(NC(=S)NCc3cccs3)cc12	1.8	-2.1	-3	4.4	-19	-4	7	4	5	3	-1.8
32	Cc1cc(C(=O)NNC(=O)CN2C(=O)NC3(CCCCC3)C2=O)c(C)o1	-3.1	-1.7	-7	0.6	-2	4	1	-2	-10	-1	1.3
33	CC(OC(=O)CC1CC2CCC1C2)C(=O)Nc1ccc(N2CCOCC2)cc1 (stereo not drawn)	2.2	-1.9	7	-0.3	23	1	0	4	-5	1	2.9
34	COC(=O)c1ccccc1C(=O)c1ccc2c(c1)NC(=O)CO2	0.5	-0.8	-7	2.0	0	-14	0	6	-11	3	1.4
35	Cc1ccc(NC(=O)c2ccc(NS(=O)(=O)c3ccc4[nH]c(=O)[nH]c4c3)cc2)nc1	-1.3	3.9	-1	0.5	-5	-5	-2	-12	12	0	-0.2
36	COc1ccccc1NC1=NC(c2ccc(Cl)cc2)N=C(N)N1 (stereo not drawn)	1.8	-0.7	4	3.3	19	0	2	-2	-7	0	0.3
37	COC(=O)C(CC(C)C)Oc1ccc2c(C)cc(=O)oc2c1 (stereo not drawn)	0.4	-0.1	3	3.4	-17	-1	2	9	6	-4	2.7
38	CCN(C(=O)CSc1n[nH]c(N)n1)C1CCCCC1	1.2	0.4	-5	-0.6	-5	-1	-1	2	192	1	3.0
39	CC(C)(C)C(=O)CSc1ncccn1	-1.0	0.8	5	-0.4	0	-4	-1	6	-7	-3	0.7
40	OCCN(CCO)CC(O)CN1c2ccccc2Sc2ccccc21 (stereo not drawn)	-0.2	0.3	-16	.	7	-1	-2	0	6	-2	-0.7
41	Cc1cc(C)nc(/N=C(\N)Nc2ccc(SC(F)F)cc2)n1	-4.7	5.3	-8	4.8	-9	-2	-1	0	1	-3	5.7
42	NC(=O)C1CCN(C(=O)c2cc(Cl)c3c(c2)OCCO3)CC1	-0.1	-1.9	-4	2.5	17	-5	-4	-5	-14	-1	-0.8
43	CCOC(=O)N1CCC(NC(=O)c2ccc3c(=O)n4c(nc3c2)CCCC4)CC1	0.0	0.1	-2	3.4	-1	0	-1	-9	-6	-1	-1.3
44	COc1ccccc1OCCNC(=O)CN1C(=O)NC2(CCCC2)C1=O	0.5	.	4	2.5	-15	5	6	-4	.	-1	.
45	CS(=O)(=O)c1cnc2c(S(=O)(=O)c3ccccc3)cnn2c1N	-3.7	1.9	-4	2.1	14	-3	-5	0	32	-1	2.9
46	CCC1=NN(C(=O)C(=O)Nc2ccc(OC)cc2)C(O)(C(F)(F)F)C1 (stereo not drawn)	-0.1	1.9	-10	1.9	-8	4	3	-11	-2	2	2.9
47	CC(C)CC(=O)Nc1ccc(C(=O)CN2CCN(c3ccc(O)cc3)CC2)cc1	0.2	3.3	1	-0.1	9	-9	-3	-8	-10	1	0.7
48	CCC(C)(C)NC(=O)C(c1ccccc1Cl)N(Cc1cccnc1)C(=O)CCC(=O)Nc1cc(C)on1 (stereo not drawn)	0.9	-0.4	-2	1.1	5	-2	-4	12	1	1	3.6
49	Cc1ccc(S(=O)(=O)N(Cc2cc3ccc(C)cc3[nH]c2=O)c2ccccc2)cc1	-2.3	-0.9	1	2.0	9	-6	-3	1	-1	0	-0.4
50	CSc1ccccc1OCc1cc(C(=O)N2CCc3sccc3C2)no1	-1.5	0.8	11	2.9	1	-5	0	-6	-14	-4	2.9
51	COc1ccccc1CNC(=O)C1CCCC1	-2.1	-0.9	0	2.1	15	-10	-4	-9	-1	2	3.4
52	CCOC(=O)C1=C(CC)Nc2ccccc2N=C1NC(=O)c1ccc(S(=O)(=O)N2CCOCC2)cc1	-0.3	-2.8	9	4.4	3	-7	-1	-4	-1	-3	4.9
53	COc1ccc(C2CC(=O)C=C(NC3CCCC3)C2)cc1 (stereo not drawn)	6.1	-0.7	-2	3.3	6	-11	5	8	-9	2	-1.7
54	CC(=O)CCc1ccc(OCC(O)CNCCOc2ccc(C)cc2)cc1 (stereo not drawn)	-0.4	-1.5	-5	3.0	3	-2	-1	-8	88	-3	2.6
55	Cc1n[nH]c(=O)c2c(NC(=O)CSc3nn(-c4ccccc4)c(=S)s3)oc(C)c12	-8.4	0.9	-3	2.4	-2	-9	-1	-4	-6	4	1.5
56	CC1CN(/C(=N\S(=O)(=O)c2ccccc2)c2ccccc2)CC(C)O1 (stereo not drawn)	0.2	-1.6	1	-1.7	6	-6	0	-5	1	-1	3.2
57	CCOC(=O)C1=C(COC(=O)/C=C/c2ccc([N+](=O)[O-])cc2)NC(=O)NC1C (stereo not drawn)	2.2	0.2	-8	1.2	-19	-16	7	-2	-13	-4	2.1
58	O=C(CCC(=O)N1CCc2ccccc21)Nc1ccccc1	-0.9	0.5	3	4.3	2	4	4	0	-19	1	2.1
59	O=C(N/N=C/c1ccoc1)c1ccc(Br)cc1	-1.5	0.4	-3	-2.2	-11	-13	0	-3	1	-4	0.4
60	COc1cccc(C2=CC(=O)CC(C)(C)C2)n1	1.7	0.0	9	1.4	-22	1	1	2	14	2	0.5
61	O=C(NC1CCCc2ccccc21)C1CCN(S(=O)(=O)c2cccc3nsnc23)CC1 (stereo not drawn)	-0.2	4.1	-3	0.5	-22	-4	1	-3	-6	1	4.1
62	Nc1ccccc1C#Cc1ccc([N+](=O)[O-])cc1	1.0	0.8	-10	3.9	1	-5	5	12	53	2	4.7
63	O=C(Oc1ccc([N+](=O)[O-])cc1)c1ccc2ccccc2n1	1.0	0.9	3	1.9	18	-3	0	-2	-9	0	0.9

Source: PubChem (several laboratories)
